Assay outcomes deposited in PubChem by Broad Institute.
Xi reactivation: activators of inactive X chromosome reactivation, primary screen, imaging, XiGFP fibroblasts, GFP high-content imaging, set 2 | activation, % at 7.58 µM | XiGFP mouse fibroblasts, % GFP-positive cells imaging, 3 d; cells co-treated with 5-aza-dC sensitizer; scaled so ellipticine positive control = 100% | AID 743238, 2013 | 360,000 compounds, 0.055% hits;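 active = mean normalized replicate activation at least 10% and every replicate at or above 10%; inconclusive = only one of the two criteria met; inactive = mean below 10% and not all replicates reach 10%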;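 note: 0% = median of on-plate neutral control wells and 100% = ellipticine 6 µM median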
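material = 68-5-11 XiGFP fibroblast line | medium = DMEM plus 5-aza-dC sensitizer | schedule = 3 days compound exposure | benchmarks = positive control ellipticine, 6 µM final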
INS-1E GSIS act: GLuc luminescence reporter in INS-1E cells, primary screen for activators of glucose-dependent secretion of insulin; INS-1E GLuc reporter insulin secretion, 2-3 h; 370,000 compounds, 0.61% hits; activation, % at 16.6 µM;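 active = lowest replicate activation of at least 40%, so every replicate reaches that level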;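 note: 0% = median of neutral control wells and 100% = median of IBMX positive control wells; some compounds called inactive have numbers as strong as hits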
ERp5 block: inhibitors of ERp5-driven insulin aggregation, primary screen, biochemical, turbidity, absorbance 650 nm, single point; 90 min; Protein disulfide-isomerase A6 (Homo sapiens), Q15084; inhibition, % at 9.99 µM; 350,000 compounds, 0.05% hits; AID 651711, 2012;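 active = mean replicate inhibition above about 25%, with every replicate also reaching it, limit read from the data, passing the limit was not always enough; inconclusive = only one of those two criteria met; inactive = neither criterion met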
Target sequence (Q15084 whole entry, looked up): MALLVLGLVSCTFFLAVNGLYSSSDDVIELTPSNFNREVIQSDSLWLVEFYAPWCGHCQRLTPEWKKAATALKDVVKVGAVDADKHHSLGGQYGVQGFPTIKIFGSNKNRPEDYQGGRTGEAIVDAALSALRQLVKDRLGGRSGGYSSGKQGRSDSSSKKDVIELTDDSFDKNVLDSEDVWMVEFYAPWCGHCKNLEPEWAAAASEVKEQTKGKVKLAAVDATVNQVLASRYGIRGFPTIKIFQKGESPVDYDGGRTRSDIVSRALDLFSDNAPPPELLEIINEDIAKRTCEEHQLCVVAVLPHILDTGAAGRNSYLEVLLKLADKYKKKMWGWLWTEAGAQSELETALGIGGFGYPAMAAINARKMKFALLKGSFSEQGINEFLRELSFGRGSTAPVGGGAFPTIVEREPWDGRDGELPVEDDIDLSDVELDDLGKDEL
PAX8 inh HTS: inhibitors of PAX8-driven TPO luciferase reporter, primary screen, RMG-I cells, single concentration | SteadyGlo, 24 h | 360,000 compounds, 1.2% hits | inhibition, % at 12.6 µM | AID 652154, 2013;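 active = mean replicate inhibition at least 60% with every replicate also reaching 60%; inconclusive = only one of the two criteria is met; inactive = mean below 60% and not all replicates reaching 60%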;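 note: luciferase light reporting Pax8 driven TPO promoter activity; plate controls were median of neutral control wells for no effect and mitoxantrone controls for full effect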
ARNT-TACC3 inh: disruptors of ARNT/TACC3 protein interaction, primary screen, biochemical, AlphaScreen, single concentration | 390,000 compounds, 0.66% hits | inhibition, % at 9.99 µM | AlphaScreen His-ARNT PAS-B/GST-TACC3 binding, luminescence; TACC3 fragment carries E629A point mutation | Transforming acidic coiled-coil-containing protein 3 (Homo sapiens), Q9Y6A5 | AID 623870, 2012;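 active = mean inhibition of replicates at least 50% and at least half of replicates each reaching 50%; inconclusive = half or more replicates reach 50% but mean below 50%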;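 note: 0% = complete ARNT plus TACC3 wells and 100% = ARNT alone without TACC3; many hits fall short of the cut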
EWS-Fli block: EWS/Fli-driven NR0B1 reporter inhibitors, primary screen, A673 cells, NR0B1 luciferase, luminescence, MLPCN library. inhibition, % at 12.6 µM. 350,000 compounds, 0.67% hits. viability-normalised. AID 651661, 2012;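 active = mean inhibition of at least 50% after viability correction, with every replicate also passing that limit; inconclusive = mean reaches 50% but only one of two replicates passes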;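 note: firefly luciferase signal divided by Alamar Blue viability fluorescence both relative to DMSO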
CFTR F508del cor: F508del CFTR correction, initial screen, CFBE line, single point; CFBE cells, YFP halide quenching; stimulated with forskolin plus potentiator P3; % fluorescence drop versus neutral controls; activity (quench increase), % at 7.58 µM; 350,000 compounds, 0.36% hits; AID 720511, 2013;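 active = mean added fluorescence quench of at least 8% versus neutral control, with both replicates also reaching 8%; inconclusive = only one of the mean or replicate conditions met; inactive = mean below 8% and not both replicates reaching 8%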;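 note: cells transiently co-express mutant CFTR-F508del with the halide-sensitive YFP; corrector assay measuring rescue of mutant channel to the surface after 24 h compound exposure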
DENV2 CPE: inhibitors of DENV2 cytopathic effect, primary screen, cell-based, plate reader, single concentration; DENV2-infected cells, cytopathic effect rescue; CPE inhibition, % at 9.99 µM; 350,000 compounds, 1.7% hits; in the data active = CPE inhibition above about 20%, passing the limit was not always enough; inconclusive = no clear call, values can overlap the other calls; tested in BHK-21 cells;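 note: 0% = median of neutral control wells and 100% = median of positive control wells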
Starred values were filed as active, the others as inactive; ? = inconclusive; nt = no result given.

SMILES	Xi reactivation	INS-1E GSIS act	ERp5 block	PAX8 inh HTS	ARNT-TACC3 inh	EWS-Fli block	CFTR F508del cor	DENV2 CPE
Cc1cc(Cl)ccc1OCC(=O)OCC(=O)N(CC(C)C)c1c(N)n(Cc2ccccc2)c(=O)[nH]c1=O	-0.1	-26	6	9	-4	-3	0.8	-10
C=CC[C@H](CC(=O)N(CCO)Cc1ccccc1)C(=O)N[C@H](C)COC(=O)[C@@H](CC=C)CC(=O)OC(C)(C)C	0.0	nt	6	7	-3	6	0.9	nt
COc1ccc(C(=O)NCc2nnc(SCC(=O)NO)n2Cc2ccccc2)cc1	-0.1	-6	2	-6	-5	5	-3.7	?
Cc1ccc(C2=NN(CC(=O)NCCN(CC(C)C)CC(C)C)C(=O)CC2)cc1	0.1	1	-5	15	-6	-6	1.1	-2
O=C(CS(=O)(=O)c1ccccc1)Nc1ccc(Br)cn1	0.1	19	nt	-2	9	nt	nt	nt
CC(=O)Nc1ccc(-c2cc(N)n(-c3ccccc3)n2)cc1	0.0	-35	1	-191	4	-94	-3.3	6
COc1ccc(N2CCN(CCCNC(=O)c3cc4sccc4n3C)CC2)cc1	nt	-16	-1	nt	32	9	-1.5	3
CCOC(=O)C1=C(COC(=O)c2ccc(Br)c(S(=O)(=O)N3CCOCC3)c2)NC(=O)NC1C (stereo not drawn)	0.4	-12	1	-3	4	1	-2.2	2
OCC1OC(O)CC(O)C1O (stereo not drawn)	nt	9	0	nt	0	-14	0.4	-1
Nc1ccccc1C(=O)NCc1ccc(F)cc1	-0.1	6	1	1	-3	4	0.0	-5
CSCCC(NC(=O)c1ccccc1Br)C(=O)NCC1CCCCC1 (stereo not drawn)	0.0	-7	-2	11	5	5	1.2	-2
Cc1ccc2nc(-c3cccs3)oc(=O)c2c1	0.0	nt	-5	4	1	5	-0.3	5
COc1ccc(NC(=O)N(C)C[C@H]2Oc3c(NC(=O)NC4CCCCC4)cccc3C(=O)N([C@@H](C)CO)C[C@@H]2C)cc1	-0.7	-5	3	9	6	nt	-0.8	1
O=C1OC(OC(=O)c2ccccc2Br)C(N2CCOCC2)=C1Cl (stereo not drawn)	0.3	-8	nt	-15	-4	nt	nt	nt
O=[N+]([O-])c1ccc(COc2ccc(-c3[nH]ncc3-c3ccccc3)c(O)c2)cc1	-0.1	0	1	23	1	4	nt	0
Cc1noc(C)c1S(=O)(=O)Nc1ccc2c(c1)C(=O)N([C@@H](C)CO)C[C@H](C)[C@@H](CN(C)S(=O)(=O)c1cccs1)O2	0.1	-10	9	20	-7	-9	0.1	-9
C[C@@H]1CN([C@H](C)CO)C(=O)c2cc(NC(=O)Nc3ccccc3)ccc2O[C@H]1CN(C)S(=O)(=O)c1ccccc1	0.0	0	5	32	-10	-1	-1.2	2
C[C@@H]1CN([C@@H](C)CO)S(=O)(=O)c2ccc(-c3ccccc3)cc2O[C@H]1CN(C)C(=O)c1ccccc1F	0.0	-28	nt	nt	nt	13	1.2	nt
CCn1c(C)c(C(C)=O)c(N2CCN(c3ccc(OC)cc3)CC2)nc1=S	0.0	-4	10	-5	nt	5	-0.6	4
Nc1nc(-c2ccco2)nn1C(=O)c1ccc([N+](=O)[O-])cc1	0.2	12	-15	-10	-11	-10	-0.6	1
COc1ccccc1COc1ccc2c(C)c(CCC(=O)O)c(=O)oc2c1C	0.1	4	-1	7	1	13	3.4	13
COc1ccc(C2(CNC(=O)C(c3ccccc3)c3ccccc3)CCOCC2)cc1OC	nt	-2	2	nt	-1	8	2.7	nt
COc1ccc(C(=O)NCCC2=CCCCC2)cc1	-0.2	6	nt	-24	0	nt	nt	nt
COc1ccc(CS(=O)(=O)CC(C)(O)c2ccc(Cl)cc2)cc1 (stereo not drawn)	0.3	-9	1	-4	-22	2	2.7	-8
CCOc1cc(C2C(C(=O)OC)=CN(Cc3ccc(Cl)cc3)C=C2C(=O)OC)ccc1O	0.0	6	3	5	-7	24	4.8	0
CCCC(=O)C1=C(O)C(C(=O)OC)C(C)(C)CC1=NCCCCCC(=O)O (stereo not drawn)	-0.2	4	-1	1	1	2	1.4	2
COCC(=O)N1CCC2(CC1)CN[C@H](CO)c1c2c2ccc(OC)cc2n1C	0.0	-13	-2	-32	nt	1	0.6	3
Cc1ccccc1C(=O)N[C@@H](CC(C)C)C(=O)N1CCC[C@H]1C(=O)NCc1ccccc1	0.1	-12	2	3	nt	-1	1.3	-4
O=C(Nc1nccs1)c1cc([N+](=O)[O-])ccc1Cl	0.0	-3	4	38	-2	3	-11	-12
C[C@@H]1CN([C@H](C)CO)C(=O)c2cccc(NC(=O)Nc3ccc(C(F)(F)F)cc3)c2O[C@H]1CN(C)Cc1ccc(Cl)c(Cl)c1	0.3	-6	-11	nt	4	3	0.8	4
COc1ccccc1OCCNC(=O)CN(c1cccc(C)c1)S(=O)(=O)c1ccccc1	0.3	-33	0	34	2	-7	-2.3	-2
CC(/C=N/NC(=O)c1cc(-c2ccc(C)s2)[nH]n1)=C\c1ccccc1	0.2	-5	3	3	-2	38	nt	2
O=C(NCc1ccccn1)[C@@H]1[C@@H](CO)[C@@H]2Cn3c(ccc(C4=CCCC4)c3=O)[C@H]1N2Cc1cccnc1	0.4	18	-4	2	9	-4	nt	0
Cc1cc(Cl)cc(C)c1OCC(=O)NC1CCCCCC1	0.1	16	0	-20	nt	-5	-1.3	2
C[C@@H]1CN([C@@H](C)CO)C(=O)c2cc(-c3ccc(F)cc3)cnc2O[C@@H]1CN(C)C(=O)Nc1ccc(F)cc1	2.5	-19	nt	nt	nt	15	-1.1	nt
COc1ccc(N(CC(=O)NCCSc2ccc(C)cc2)S(=O)(=O)c2ccccc2)c(OC)c1	0.3	-32	2	13	12	9	-1.7	13
O=C(CCc1c[nH]c2ccccc12)NCCc1ccccc1	0.1	5	-4	-25	-5	12	2.8	7
CC(C(=O)NC1CC(C)(C)NC(C)(C)C1)c1ccc([N+](=O)[O-])cc1 (stereo not drawn)	0.1	-10	1	-17	nt	-12	0.4	-6
OC[C@H]1[C@H](c2ccc(-c3cccc(F)c3)cc2)[C@@H]2CN(CCC(F)(F)F)CCCCN12	0.3	-13	nt	8	5	13	1.1	nt
CCOC(=O)C1(Cc2ccccc2C)CCCN(S(C)(=O)=O)C1 (stereo not drawn)	0.0	-1	15	-22	-2	-4	-1.4	2
COc1ccccc1-c1cc(C(=O)Nc2c(C)n(C)n(-c3ccccc3)c2=O)no1	nt	7	0	nt	-2	-9	0.1	nt
O=C(C=Cc1cccc(O)c1)c1ccccc1O	0.0	-13	-7	-52	-2	-14	-0.5	-6
O=S(=O)(c1cccc(-c2n[nH]c(=S)n2-c2ccccc2Cl)c1)N1CCOCC1	0.3	-1	3	-64	3	-36	1.4	1
Cc1cccc(C2Nc3ccccc3C(=O)N2CCc2ccccc2)n1 (stereo not drawn)	nt	-7	-9	nt	-11	-11	5.1	-2
Cc1ccc(S(=O)(=O)Nc2ccc3c(c2)C(=O)N([C@@H](C)CO)C[C@@H](C)[C@@H](CN(C)S(C)(=O)=O)O3)cc1	0.2	10	-8	nt	-5	-4	1.8	19
CN(C)C(=O)[C@@H]1[C@@H](CO)[C@@H]2Cn3c(ccc(-c4cccc(F)c4)c3=O)[C@@H]2N1C(=O)c1ccccn1	1.6	2	nt	5	nt	-4	-2.5	nt
O=C(O)c1ccc(-n2cc(C(=O)c3ccccc3O)cn2)cc1	0.2	-7	1	-39	4	-10	3.1	-6
COc1ccc(NC(=O)N(C)C[C@@H]2Oc3ccc(NC(=O)CCN4CCOCC4)cc3CC(=O)N([C@H](C)CO)C[C@@H]2C)cc1	0.4	6	-1	-22	20	-1	-1.3	-7
COc1cccc(/C=C2/SC(=S)N(CCCC(=O)Nc3ccc(O)cc3)C2=O)c1	0.0	7	4	nt	-7	5	-2.7	8
O=C1CC2(CCCC2)Oc2ccc(Cl)cc21	0.1	nt	-2	16	0	-20	2.4	?
O=C(CSC1CC(=O)N(c2ccc(C(=O)O)cc2)C1=O)Nc1ccc2ccccc2c1 (stereo not drawn)	-0.1	-3	-6	-3	-6	7	0.9	nt
Cc1ccc(C)c(NC(CC(=O)c2ccccc2)C(=O)OCC(=O)c2cccs2)c1 (stereo not drawn)	0.2	-20	3	-21	1	nt	nt	15
O=C(NC1CCCC1)c1ccc(COc2ccccc2Br)o1	-0.1	-45	4	-10	26	-1	1.0	?
CC(C(=O)Nc1ccc2c(c1)OCCO2)N1Cc2ccccc2C1=O (stereo not drawn)	0.1	5	3	-9	-1	6	1.2	4
CCC1CCCCN1Cc1c(O)ccc2c(=O)c(-c3ccccc3OC)coc12 (stereo not drawn)	0.2	10	3	-17	-2	-1	-0.2	-4
C/C=C/c1ccc([C@@H]2[C@H](CO)N3C(=O)CN(Cc4ccc(F)cc4)C[C@@H]23)cc1	0.0	-12	-3	nt	nt	-1	1.7	9
COc1ccc(C2c3c(ccc4ccccc34)Oc3ncn4nc(-c5ccco5)nc4c32)cc1OC (stereo not drawn)	-0.2	5	nt	25	1	nt	nt	nt
CC(SC1=NCCN1S(=O)(=O)c1ccccc1)c1ccccc1 (stereo not drawn)	0.3	1	8	11	2	-13	-0.5	-8
O=C(CS(=O)(=O)Cc1ccccc1)NCc1ccccc1Cl	0.3	8	-9	-9	-29	-6	-0.5	4
COc1ccc2c3c(n(C)c2c1)[C@@H](CO)N(Cc1ccccc1F)CC31CN(C(=O)C2CCOCC2)C1	0.2	-2	-2	nt	nt	0	0.6	-4
Next section.
SMILES	Xi reactivation	INS-1E GSIS act	ERp5 block	PAX8 inh HTS	ARNT-TACC3 inh	EWS-Fli block	CFTR F508del cor	DENV2 CPE
CC(C)NC(=O)Nc1ccc2c(c1)C(=O)N([C@H](C)CO)C[C@@H](C)[C@H](CN(C)C(=O)Nc1ccccc1)OCCCC[C@@H](C)O2	0.0	-8	-1	17	12	nt	1.0	2
COc1cccc(CNC(=O)Cn2nc(C)c3c(C)n(-c4ccc(C)cc4)nc3c2=O)c1OC	0.0	8	nt	11	-1	nt	1.7	6
Cn1c(=O)c2[nH]c(N3CCCCC3)nc2n(C)c1=O	0.0	9	-1	14	-7	10	-0.7	-3
CCc1nc(C)cn1S(=O)(=O)c1cc([N+](=O)[O-])ccc1Cl	0.3	-2	0	22	-3	15	1.9	-1
CC(=O)N1c2ccc(S(=O)(=O)N3CCC(C(=O)N4CCN(c5ccc(Cl)cc5)CC4)CC3)cc2CC1C (stereo not drawn)	0.0	18	-1	37	-11	13	0.2	5
CN(CCOC(=O)c1cccc(F)c1)Cc1ccccc1	-0.1	7	-2	11	-8	10	-1.1	8
Cc1ccc(SCC(=O)N2CCN(S(=O)(=O)c3cccs3)CC2)cc1	0.0	11	2	4	-2	0	-3.6	4
